# Screening results from PubChem.
# CHRM4 antagonist: antagonists of human muscarinic M4 receptor (CHRM4). AID 624125. inhibition, % at 3 µM. CHO-hM4 cells, ACh EC80, Fluo-8 calcium fluorescence. actives 0.73% (n = 360,000);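 active = inhibition above its plate's cutoff, the mean inhibition of sample wells plus 3 SD, cut at about 27% in these data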;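 note: 0% = acetylcholine EC80 with DMSO and 100% = DMSO without agonist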
# Target sequence (P08173 whole entry, looked up): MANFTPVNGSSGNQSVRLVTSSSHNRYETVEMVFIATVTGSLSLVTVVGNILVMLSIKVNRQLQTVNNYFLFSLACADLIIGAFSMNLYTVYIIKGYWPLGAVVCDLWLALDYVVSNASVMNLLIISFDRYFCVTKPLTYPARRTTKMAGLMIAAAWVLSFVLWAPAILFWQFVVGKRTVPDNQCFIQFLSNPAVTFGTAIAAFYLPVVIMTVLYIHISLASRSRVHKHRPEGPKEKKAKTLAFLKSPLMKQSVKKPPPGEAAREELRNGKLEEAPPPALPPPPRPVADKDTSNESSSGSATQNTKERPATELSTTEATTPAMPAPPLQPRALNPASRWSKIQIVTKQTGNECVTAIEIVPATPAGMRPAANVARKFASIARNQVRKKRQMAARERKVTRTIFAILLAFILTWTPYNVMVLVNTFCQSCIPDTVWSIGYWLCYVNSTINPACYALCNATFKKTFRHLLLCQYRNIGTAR
# M4 ag: agonists of human muscarinic M4 receptor (CHRM4); activation, % at 3 µM; P08173; actives 0.14% (n = 360,000); CHO-K1 hM4/Gqi5, Fluo-8 calcium fluorescence; vehicle 0%, full acetylcholine response 100%;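 active = activation above the run mean over all test wells plus 3 SD, cut at about 32% in these data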;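 note: peak over basal fluorescence ratio per well then scaled between controls; 0% = DMSO wells and 100% = acetylcholine at EC100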
# M1 ag parental: M1 agonist counterscreen hit in parental CHO-K1 cells; Fluo-8 calcium fluorescence; scaled to maximal ATP response, vehicle zero; activation, % at 3 µM; actives 0.48% (n = 360,000); AID 602248; in the data active = activation above about 15%;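 note: untransfected CHO-K1 host cells lacking M1 receptor as counterscreen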
# M5 antag: antagonists of human muscarinic M5 receptor (CHRM5); CHO-hM5 cells, Fluo-8 calcium fluorescence, ACh EC80; inhibition, % at 3 µM; AID 624040; actives 0.59% (n = 360,000);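 active = inhibition above a per-plate cutoff, the mean of that plate's test compounds plus 3 SD, cut at about 27% in these data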;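 note: 0% = acetylcholine EC80 with DMSO and 100% = DMSO without agonist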
# Target sequence (P08912 whole entry, looked up): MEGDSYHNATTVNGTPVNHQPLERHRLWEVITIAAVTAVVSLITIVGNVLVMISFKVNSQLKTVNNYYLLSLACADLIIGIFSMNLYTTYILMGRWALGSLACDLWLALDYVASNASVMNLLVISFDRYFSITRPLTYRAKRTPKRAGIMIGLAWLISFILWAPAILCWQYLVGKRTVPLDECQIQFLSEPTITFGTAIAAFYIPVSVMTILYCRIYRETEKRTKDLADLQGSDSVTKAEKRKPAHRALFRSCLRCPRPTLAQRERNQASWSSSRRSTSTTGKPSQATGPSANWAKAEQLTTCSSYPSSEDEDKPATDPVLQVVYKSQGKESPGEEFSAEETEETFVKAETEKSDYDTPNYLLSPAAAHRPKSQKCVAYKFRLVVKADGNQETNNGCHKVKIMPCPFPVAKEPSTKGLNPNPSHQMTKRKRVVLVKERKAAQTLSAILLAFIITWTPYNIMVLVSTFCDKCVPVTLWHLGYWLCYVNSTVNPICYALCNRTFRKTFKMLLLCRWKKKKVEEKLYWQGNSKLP
# CHRM5 agonist: CHRM5 agonism in calcium assay. actives 0.19% (n = 360,000). AID 624037. activation, % at 3 µM. CHO-K1 hM5 cells, Fluo-8 calcium fluorescence; 0% DMSO wells, 100% maximal acetylcholine response;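 active = activation above the run's mean over test compounds plus 3 SD, cut at about 23% in these data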;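 note: signal is peak over basal fluorescence ratio across the kinetic read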
# CHO-K1 Ca antag: counter-screen for M1 antagonists: effect in parental CHO-K1 cells. ATP-induced calcium, Fluo-8 fluorescence. inhibition, % at 3 µM. actives 0.6% (n = 360,000);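 active = inhibition above a per-plate cutoff, the plate's mean sample inhibition plus 3 SD, cut at about 24% in these data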;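 note: 0% = DMSO plus EC80 ATP and 100% = DMSO alone without ATP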
# CHRM4 PAM: positive allosteric modulators of human muscarinic M4 receptor | P08173 | CHO-K1 hM4/Gqi5, Fluo-8 calcium fluorescence, ACh EC20; 0% = ACh EC20, 100% = maximal ACh | activation, % at 3 µM | actives 0.4% (n = 360,000);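 active = activation above its plate's cutoff, the mean activation of sample wells plus 3 SD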; note: some results filed as inactive read as strong as hits
# M5 PAM: potentiates acetylcholine response at human M5 receptor | P08912 | CHO-K1 hM5, Fluo-8 calcium, ACh EC20 PAM; 0% = ACh EC20, 100% = ACh EC100 | activation, % at 3 µM | actives 0.3% (n = 360,000);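 active = activation above the run cutoff, the mean activation of all test compounds plus 3 SD, cut at about 18% in these data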
#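 System – CHO-K1 hM5 cells · Compound – 3 µM, single dose · Incubation – compound preincubation 140 s before EC20 acetylcholine addition · Technique – Fluo-8 calcium fluorescence · Measure – Max/basal fluorescence ratio as % of EC20–EC100 ACh window · Benchmarks – low control EC20 acetylcholine (0%), high control EC100 acetylcholine (100%) · Replication – singlicate, one well per test compound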
# CHO-K1 Ca PAM: M1 PAM counterscreen hit in parental CHO-K1 cells. ATP EC20, Fluo-8 calcium fluorescence; 0% at ATP EC20, 100% at ATP max. activation, % at 3 µM. actives 0.02% (n = 360,000);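 active = activation above the run cutoff, the mean activation of all test compounds plus 3 SD, cut at about 40% in these data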;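 note: peak over basal fluorescence ratio in a 140 s read after ATP addition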
# Starred values were filed as active, the others as inactive.
[1] COc1cc(/C=C/C(=O)OCC(=O)Nc2cc(S(=O)(=O)N3CCCC3)ccc2Cl)cc(OC)c1OC
[2] COc1ccc(C)cc1NC(=O)C1COc2ccccc2O1 (configuration not stated)
[3] O=C(N/C=C/n1cnc2cc(C(F)(F)F)ccc21)c1ccccc1F
[4] COC(=O)N1CC=CC1(C)C(=O)NCc1cc(F)cc(C(F)(F)F)c1 (configuration not stated)
[5] CCn1c(SCC(=O)N2CCCCC2)nc2c1c(=O)n(C)c(=O)n2C
[6] CCOC(=O)c1cnc(-n2nc(C)cc2C)nc1NCc1ccc2c(c1)OCO2
screen / no.,1,2,3,4,5,6
CHRM4 antagonist,-4,0,-1,0,-6,7
M4 ag,2,-2,2,0,2,2
M1 ag parental,0.2,-0.3,0.7,0.8,1.2,2.7
M5 antag,2,5,6,10,10,7
CHRM5 agonist,4,-3,-6,-3,-3,-2
CHO-K1 Ca antag,-11,-11,-11,-13,1,-13
CHRM4 PAM,0,-2,-2,3,-3,-4
M5 PAM,-2,2,-4,-1,0,-3
CHO-K1 Ca PAM,7,7,5,25,-5,17

[7] CCc1onc(C)c1C(=O)Nc1ccc2c(c1)OCO2
[8] O=C(O)c1ccccc1OCCOc1ccccc1
[9] COc1cccc(CNC(=O)CCc2nc3cc(S(=O)(=O)N4CCOCC4)ccc3n2C)c1
[10] COCCNc1nc2c(c(=O)n(C)c(=O)n2C)n1CCCc1ccccc1
[11] COc1ccc(CCNS(=O)(=O)c2ccccc2[N+](=O)[O-])cc1OC
[12] O=C(Nc1ccc(N2CCN(Cc3ccccc3)CC2)cc1)c1ccco1
screen / no.,7,8,9,10,11,12
CHRM4 antagonist,1,0,-2,2,0,-12
M4 ag,0,0,1,1,2,4
M1 ag parental,0.9,0.3,1.1,0.9,1.3,2.2
M5 antag,1,5,-5,0,-1,9
CHRM5 agonist,-2,0,-3,2,-5,-3
CHO-K1 Ca antag,-9,-11,-13,-7,-9,-8
CHRM4 PAM,-1,13,3,4,1,2
M5 PAM,8,-1,6,0,-2,-6
CHO-K1 Ca PAM,22,18,18,13,19,4

[13] C=CCNC(=S)NNC(=O)C(CCC(C)C)CC(C)(C)O (configuration not stated)
[14] CCOC(=O)CSc1nc2ccccc2c(=O)n1CC1CCCC1
[15] CSCCNC(=O)C1(C)CCN1C(=O)c1cc(C)n(C)n1 (configuration not stated)
[16] CCCN(CCC)C(=O)CSc1nc2ccccc2c(=O)n1C1CCCC1
[17] O=C(O)c1cc2nc3c(c(C(F)(F)F)n2n1)CCCC3
[18] Cc1cnc(NC(=O)CSc2nc3ccccc3c(=O)[nH]2)s1
screen / no.,13,14,15,16,17,18
CHRM4 antagonist,3,-4,-4,-15,2,1
M4 ag,-1,0,0,-2,1,0
M1 ag parental,-0.1,-0.9,1.0,-0.9,0.3,0.7
M5 antag,-6,-4,-1,-6,-6,-11
CHRM5 agonist,-3,-5,1,-7,-1,0
CHO-K1 Ca antag,1,-7,-12,13,-1,-14
CHRM4 PAM,17,5,2,-7,6,7
M5 PAM,3,-1,1,-2,15,9
CHO-K1 Ca PAM,15,11,14,-5,-5,19

[19] Cc1cc2ncc(C(=O)N=CN(C)C)cn2n1
[20] CCC(=O)c1ccc(N2CCN(C(=O)Cc3ccccc3)CC2)c(F)c1
[21] O=C(Nc1cccc(Cl)c1)Nc1nc(-c2ccc(Cl)cc2)cs1
[22] NC(=O)c1ccc[n+]([C@H]2O[C@@H](COP(=O)([O-])OP(=O)(O)OC[C@H]3O[C@@H](n4cnc5c(N)ncnc54)[C@H](O)[C@@H]3O)[C@H](O)[C@@H]2O)c1
[23] Cc1ccc(C(C)C)c(OCC(=O)Nc2ccccc2N2CCN(C)CC2)c1
[24] O=C(c1cccnc1)N1CCN(C/C=C/c2ccccc2)CC1
screen / no.,19,20,21,22,23,24
CHRM4 antagonist,-2,-4,24,0,4,-1
M4 ag,1,10,10,80*,10,2
M1 ag parental,0.4,3.8,5.2,27*,2.1,0.8
M5 antag,-12,-9,23,0,6,6
CHRM5 agonist,2,7,5,25*,-3,-1
CHO-K1 Ca antag,-6,2,22,10,4,-15
CHRM4 PAM,8,1,0,-2,-11,0
M5 PAM,-4,0,-15,-7,-7,4
CHO-K1 Ca PAM,6,8,4,6,-2,20

[25] C[C@@]12C(=O)Nc3cc(F)ccc3C(=O)N1[C@H]1c3ccccc3OC[C@@H]1[C@@H]2c1ccccc1
[26] COc1cc(-c2noc(C)c2C(=O)NCCCn2ccnc2)cc(OC)c1OC
[27] COC(=O)CC1C(=O)NCCN1C(=O)c1cc(OC)c(OC)cc1OC (configuration not stated)
[28] Cc1cccnc1NC(N)=S
[29] CC(C)Oc1ccc(CCC(=O)NNC(=O)c2ccccc2C(=O)O)cc1
[30] O=C(O)CSc1nc2ccccc2[nH]1
screen / no.,25,26,27,28,29,30
CHRM4 antagonist,73*,1,5,3,8,-1
M4 ag,4,1,1,1,0,0
M1 ag parental,0.8,0.0,1.4,0.2,2.6,0.3
M5 antag,12,1,13,8,1,9
CHRM5 agonist,-3,4,-2,-1,-3,-6
CHO-K1 Ca antag,-21,-6,-6,-4,-16,-1
CHRM4 PAM,-21,4,-2,7,-9,3
M5 PAM,-36,3,-5,1,-5,1
CHO-K1 Ca PAM,17,-1,9,-4,-17,6

[31] COc1ccc(C2CC(c3ccc(OC)c(OC)c3)=NN2S(C)(=O)=O)cc1 (configuration not stated)
[32] CSc1ccccc1C(=O)C1CCCN(S(=O)(=O)c2c(C)noc2C)C1 (configuration not stated)
[33] O=c1ncn(-c2cccc(Cl)c2)c2ccccc12
[34] Cc1sc(NC(=O)C2=COCCO2)c(C(N)=O)c1C
[35] O=C(Nc1ccc(N2CCN(C(=O)c3ccco3)CC2)cc1)c1ccccc1F
[36] CCOc1cc2c(C#N)c(N3CCCC3)nc(N)c2c(N)n1
screen / no.,31,32,33,34,35,36
CHRM4 antagonist,1,-21,6,-2,-1,3
M4 ag,6,1,0,-1,3,2
M1 ag parental,7.0,0.9,0.6,-0.6,0.9,0.6
M5 antag,-1,-13,1,-2,-1,0
CHRM5 agonist,8,-3,-3,-5,-3,1
CHO-K1 Ca antag,-6,-14,-10,13,-7,1
CHRM4 PAM,-8,13,-6,7,1,18
M5 PAM,-2,2,2,6,-3,9
CHO-K1 Ca PAM,6,-13,8,-17,0,-13

[37] O=C(Cc1ccc(Cl)cc1)NNC1CC(=O)N(c2ccc3ccccc3c2)C1=O (configuration not stated)
[38] COc1ccc2c(=O)c(-c3ccc(C)cc3)c(-c3ccccc3)oc2c1
[39] Cc1ccc(C)c(-c2csc(N/N=C/c3ccco3)n2)c1
[40] O=C(O)CC/C(=N/NC(=O)c1ccc(-c2ccccc2)cc1)c1ccccc1
[41] COc1ccc(/C=C2\N=C(SC)N(c3ccccc3OC)C2=O)cc1
[42] COc1ccc(S(=O)(=O)N2CCN(C(=O)c3cc(-c4ccccc4OC)n[nH]3)CC2)cc1
screen / no.,37,38,39,40,41,42
CHRM4 antagonist,-2,-2,3,-8,3,-3
M4 ag,7,0,1,1,7,18
M1 ag parental,3.7,-0.3,-0.2,0.7,6.6,3.2
M5 antag,6,3,2,1,21,7
CHRM5 agonist,2,1,-1,-3,-1,4
CHO-K1 Ca antag,3,-18,2,-3,2,7
CHRM4 PAM,4,6,-6,-3,-10,-13
M5 PAM,2,-2,-2,-2,-20,-13
CHO-K1 Ca PAM,4,8,4,11,0,-7

[43] CCCCNC(=O)CSc1nnc(-c2ccco2)n1C
[44] Cn1c(-c2ccccc2)n[nH]c1=S
[45] Cc1ccc(C2CC(=O)Nc3cc4c(cc32)OCCO4)s1 (configuration not stated)
[46] COC(=O)c1ccccc1NC(=O)c1nc(S(=O)(=O)Cc2ccccc2)ncc1Cl
[47] COc1ccc(CC(N)c2csc(NC(=O)c3cc(C(C)(C)C)oc3C)n2)cc1 (configuration not stated)
[48] Cc1csc(=O)n1CCC(=O)OCC(=O)NCc1ccccc1
screen / no.,43,44,45,46,47,48
CHRM4 antagonist,2,13,-4,2,6,-14
M4 ag,0,0,8,11,18,0
M1 ag parental,-0.2,0.2,3.6,5.5,1.3,0.0
M5 antag,1,-3,-2,12,2,-5
CHRM5 agonist,-3,2,4,0,-2,1
CHO-K1 Ca antag,23,-11,-7,-5,-7,1
CHRM4 PAM,2,13,-6,-6,-2,3
M5 PAM,0,0,-2,-10,1,0
CHO-K1 Ca PAM,-7,9,11,5,13,-2

[49] Cc1ccc(N2CC(C(=O)Nc3ccc(S(=O)(=O)N4CCCC4)cc3)CC2=O)cc1C (configuration not stated)
[50] COc1cccc(OC)c1NC(=O)Cn1nc(C)c2ccccc2c1=O
[51] Cc1ccc(N2CCN(c3ccc(C)cc3)C(CC(=O)O)C2=O)cc1 (configuration not stated)
[52] Cc1ccccc1NC(=S)NN1CCN(C)CC1
[53] CNS(=O)(=O)/C=C/c1ccccc1
[54] COc1ccc(CCNC(=O)CN2CCCc3ccccc32)cc1OC
screen / no.,49,50,51,52,53,54
CHRM4 antagonist,4,-9,-11,3,0,-9
M4 ag,0,2,0,1,0,1
M1 ag parental,0.5,1.1,-0.3,0.8,-0.5,0.4
M5 antag,12,4,0,-2,-5,-6
CHRM5 agonist,-2,1,-2,-10,-3,-4
CHO-K1 Ca antag,-8,-8,20,-4,-1,-4
CHRM4 PAM,-3,3,6,30*,-1,8
M5 PAM,3,-2,16,2,-4,0
CHO-K1 Ca PAM,9,9,-5,4,-11,7

[55] Fc1ccc(CSc2nc3ccccc3[nH]2)c2ccccc12
[56] COc1cccc(-n2c(SCC(=O)OC(C)C)nnc2-c2cccnc2)c1
[57] Cc1ccc(S(=O)(=O)N(c2nc(N(C)C)nc(N(C)C)n2)n2cnnc2)cc1
[58] Nc1ccn(C2OC(CCl)C(O)C2O)c(=O)n1 (configuration not stated)
[59] CCCN1C(=S)c2ccccc2C1c1ccccc1 (configuration not stated)
[60] COc1ccc(C)cc1NC(=S)N1CCN(c2ncccn2)CC1
screen / no.,55,56,57,58,59,60
CHRM4 antagonist,-15,-3,3,-4,-1,-3
M4 ag,9,0,1,1,-2,0
M1 ag parental,3.7,1.8,-0.1,0.2,-0.4,0.7
M5 antag,3,2,1,-2,6,10
CHRM5 agonist,-3,1,0,2,-8,-4
CHO-K1 Ca antag,-7,-13,-18,-16,-10,-11
CHRM4 PAM,-3,2,-3,0,-6,3
M5 PAM,-8,-1,0,0,-5,0
CHO-K1 Ca PAM,7,12,5,7,-2,21

# Nothing new here: an excerpt of the list.
[54] COc1ccc(CCNC(=O)CN2CCCc3ccccc32)cc1OC
[55] Fc1ccc(CSc2nc3ccccc3[nH]2)c2ccccc12
[56] COc1cccc(-n2c(SCC(=O)OC(C)C)nnc2-c2cccnc2)c1
[57] Cc1ccc(S(=O)(=O)N(c2nc(N(C)C)nc(N(C)C)n2)n2cnnc2)cc1
[58] Nc1ccn(C2OC(CCl)C(O)C2O)c(=O)n1 (configuration not stated)
screen / no.,54,55,56,57,58
CHRM4 antagonist,-9,-15,-3,3,-4
M4 ag,1,9,0,1,1
M1 ag parental,0.4,3.7,1.8,-0.1,0.2
M5 antag,-6,3,2,1,-2
CHRM5 agonist,-4,-3,1,0,2
CHO-K1 Ca antag,-4,-7,-13,-18,-16
CHRM4 PAM,8,-3,2,-3,0
M5 PAM,0,-8,-1,0,0
CHO-K1 Ca PAM,7,7,12,5,7
